High-throughput results: PubChem BioAssay, several laboratories
EBV gp42 inh: EBV gp42 inhibition; Fluorescence polarization binding assay, mP read-out; inhibition, % (tested at 21.74 µM); 0.42% of 220,000 active; AID 1085; in the data active = inhibition above about 50%
eIF4E-4G inh: inhibitors of eIF4E and eIF4G interaction in translation initiation | P63073+Q04637 | TR-FRET eIF4E-eIF4GI(517-606) binding, 2 h | inhibition, % at 21.7 µM | 0.37% of 220,000 active;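 active = inhibition above about 30%, limit read from the data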;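 note: 0% = full FRET control wells and 100% = background wells lacking eIF4GI fragment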
Target sequence (P63073 whole entry, looked up, the tested form may be a part): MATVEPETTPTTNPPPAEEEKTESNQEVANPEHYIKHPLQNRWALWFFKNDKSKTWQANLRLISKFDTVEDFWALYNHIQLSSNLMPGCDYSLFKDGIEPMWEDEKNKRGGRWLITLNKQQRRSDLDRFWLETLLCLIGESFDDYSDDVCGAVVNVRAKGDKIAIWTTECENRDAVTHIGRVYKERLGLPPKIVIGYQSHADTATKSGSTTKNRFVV
Target sequence (Q04637 whole entry, looked up, the tested form may be a part): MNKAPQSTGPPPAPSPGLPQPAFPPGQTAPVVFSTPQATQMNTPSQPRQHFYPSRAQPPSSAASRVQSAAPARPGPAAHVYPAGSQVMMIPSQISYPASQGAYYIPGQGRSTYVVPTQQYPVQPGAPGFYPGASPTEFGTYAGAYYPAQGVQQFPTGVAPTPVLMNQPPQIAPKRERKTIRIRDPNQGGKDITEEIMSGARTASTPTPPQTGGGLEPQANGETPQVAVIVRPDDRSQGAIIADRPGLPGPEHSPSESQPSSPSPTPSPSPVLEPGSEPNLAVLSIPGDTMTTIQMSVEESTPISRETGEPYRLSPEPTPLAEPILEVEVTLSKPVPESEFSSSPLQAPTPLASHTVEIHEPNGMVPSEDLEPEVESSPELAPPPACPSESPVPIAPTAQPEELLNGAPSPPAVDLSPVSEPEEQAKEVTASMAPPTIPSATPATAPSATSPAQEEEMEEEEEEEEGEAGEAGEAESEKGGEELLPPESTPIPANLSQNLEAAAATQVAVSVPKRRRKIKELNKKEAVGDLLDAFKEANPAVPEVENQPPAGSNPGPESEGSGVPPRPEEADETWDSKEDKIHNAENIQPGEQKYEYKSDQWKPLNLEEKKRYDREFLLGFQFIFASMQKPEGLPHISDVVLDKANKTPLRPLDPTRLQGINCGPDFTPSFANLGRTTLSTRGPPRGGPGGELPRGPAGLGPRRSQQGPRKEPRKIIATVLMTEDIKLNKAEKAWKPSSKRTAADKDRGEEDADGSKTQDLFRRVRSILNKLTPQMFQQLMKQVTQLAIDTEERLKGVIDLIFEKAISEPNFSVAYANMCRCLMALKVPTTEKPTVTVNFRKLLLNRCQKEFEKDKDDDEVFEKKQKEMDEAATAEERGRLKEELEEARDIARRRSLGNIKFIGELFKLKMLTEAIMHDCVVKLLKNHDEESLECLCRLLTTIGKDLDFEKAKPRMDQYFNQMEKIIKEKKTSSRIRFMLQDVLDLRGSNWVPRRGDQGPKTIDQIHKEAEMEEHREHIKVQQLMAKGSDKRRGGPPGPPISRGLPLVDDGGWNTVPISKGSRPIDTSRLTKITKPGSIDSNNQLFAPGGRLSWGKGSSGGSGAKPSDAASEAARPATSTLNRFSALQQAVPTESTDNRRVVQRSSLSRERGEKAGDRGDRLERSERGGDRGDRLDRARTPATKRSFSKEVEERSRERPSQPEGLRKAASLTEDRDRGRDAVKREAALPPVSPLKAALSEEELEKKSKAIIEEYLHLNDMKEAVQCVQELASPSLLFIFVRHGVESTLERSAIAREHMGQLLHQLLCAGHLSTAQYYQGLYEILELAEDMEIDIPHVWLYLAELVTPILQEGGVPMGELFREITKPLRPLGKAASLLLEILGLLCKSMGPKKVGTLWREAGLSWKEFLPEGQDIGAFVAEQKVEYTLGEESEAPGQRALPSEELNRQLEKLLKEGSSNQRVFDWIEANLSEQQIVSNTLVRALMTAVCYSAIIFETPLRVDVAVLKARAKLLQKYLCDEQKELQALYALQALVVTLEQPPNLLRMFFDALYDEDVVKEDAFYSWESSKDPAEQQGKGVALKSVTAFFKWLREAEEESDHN
zVAD death inh: blocks zVAD induced death of L929 cells | L929 zVAD necroptosis rescue, ATP luminescence, 24 h; with zVAD 60 µM | viability rescue, % at 10 µM | 0.38% of 220,000 active | AID 1377;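 active = activation, scaled between plate controls, above about 75%, limit read from the data; inactive = activation under that limit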;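 note: 0% = zVAD with DMSO and 100% = DMSO alone without zVAD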
Calpain2 inh: calpain II (pig) inhibition. AID 1236. purified calpain II, fluorogenic peptide substrate, 30 min. 0.37% of 220,000 active. inhibition, % at 16 µM;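 active = inhibition above about 50%, limit read from the data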
PERK inh: blocks human PERK kinase. Q9NZJ5. CHO PERK-DD fusion, SEAP luminescence translation reporter. inhibition, % at 5.6 µM. 0.17% of 220,000 active. AID 1416;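 active = inhibition above the mean inhibition of all tested compounds plus 3 SD, set separately per screening campaign, cut at about 2.9% in these data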;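 note: PERK kinase domain activated by AP20187 dimerizer at 100 nM; 0% = DMSO with dimerizer and 100% = rapamycin at 8.4 µM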
Rad51 HR inh: blocks human Rad51 in homologous recombination; Q06609; hRad51 DNA strand exchange, fluorescence dequenching; AID 1385; 0.085% of 200,000 active; inhibition, % at 10 µM;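 active = inhibition above 40% at the single screening dose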;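 note: 0% = DMSO control wells and 100% = blanks with heterologous ssDNA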
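Material: Human Rad51 nucleoprotein filaments preassembled on unlabelled ssDNA | Also added: Labelled 47-mer dsDNA for strand exchange | Dosing: Single dose, 10 µM final compound | Schedule: 30-min compound preincubation and 15-min exchange, both room temperature | Technique: Fluorescence dequenching at 485/520 nm | Measure: Percent inhibition relative to plate controls and blanks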
MDM2 E3 inh: inhibitors of human Mdm2 E3 ubiquitin ligase; cell-based MDM2 ubiquitination luciferase reporter, 2 h; 0 = plate control, 100 = twice control, blank-subtracted; signal enhancement, % at 5 µM; 0.11% of 210,000 active; Q00987;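 active = signal enhancement of 30% or more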;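 note: luminescence tracks abundance of the self-degrading MDM2-luciferase fusion protein; higher signal means inhibition of MDM2 E3 ligase activity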
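Material: Stable MDM2–luciferase fusion reporter cells | Amount: 2000 cells seeded into each well | Dosing: One concentration, 5 µM, with 0.2% DMSO | Incubation: 4 h cell settling then 2 h compound exposure, 37 °C | Measured by: Luciferase luminescence | Read-out basis: % enhancement relative to plate controls after blank subtraction | Benchmarks: Control and blank well means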
TNF death inh: inhibitors of TNF-alpha induced necroptosis in Jurkat FADD-/- cells. 0.068% of 220,000 active. activation (protection from cell death), % at 10 µM. Jurkat FADD-/- TNF necroptosis rescue, ATP luminescence, 24 h; 0 = TNF only, 100 = no-TNF cells;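 active = activation, meaning protection from cell death, of at least 50% relative to plate controls; inactive = activation below 50%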;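 note: necroptosis triggered by 40 ng/mL TNF-alpha added together with compound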
Cl transport mod: KCC2 (human) Cl- transport modulation; Q9H2X9; KCC2 cells, thallium flux FluoZin-2 fluorescence; B-score of Tl+ flux slope (higher = more flux/activation; lower = inhibition) at 10 µM; 2.2% of 190,000 active; AID 1456;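 active = thallium flux slope and its plate-corrected score both differing from the plate sample mean at a set confidence after two filtering rounds, in either direction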;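 note: slope of fluorescence scaled to starting intensity during 10 to 20 s after thallium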
* marks the source's active call; other numbers are inactive results; . = not tested or not shown; & = joins results of further samples; [ ] = another dose, or the depositor's remark.

SMILES	EBV gp42 inh	eIF4E-4G inh	zVAD death inh	Calpain2 inh	PERK inh	Rad51 HR inh	MDM2 E3 inh	TNF death inh	Cl transport mod
CCCC(=O)NC(=S)Nc1cccc2c(O)cccc12	-1	-4	0.5	13	1.1	5	-8	-0.9	0.44
O=[N+]([O-])c1ccc(COc2ccc(Br)cc2CN2CCOCC2)cc1	-3	3	0.1	-5	-1.2	-4	-6	1.2	-0.015
O=C(c1nnc(Cc2ccc(Cl)cc2)o1)N1CCOCC1	-13	2	.	-12	1.2	.	.	3.7	0.98
COc1cc(C)ccc1OCCCOc1ccccc1Cl	-5	-10	0.0	-15	0.6	3	-2	-2.1	.
COc1ccccc1C(=O)N1CCNC(=O)C1CC(=O)Nc1cccc(C)c1 (configuration not stated)	-24	-6	0.4	6	-0.7	-13	-17	-0.8	.
CCCOc1ccc(N2C(=O)CC(SC(=NCC)Nc3cccc(F)c3)C2=O)cc1 (configuration not stated)	-4	0	-0.6	-4	0.0	3	-11	-2.6	0.48
CN(C)C(=S)NC(=O)C12CC3CC(C)(CC(C)(C3)C1)C2	-3	0	0.3	-26	1.1	.	-8	0.1	17*
O=C(Nn1cnc2ccccc2c1=O)c1ccccc1[N+](=O)[O-]	-3	-1	1.8	3	0.2	7	-15	1.6	-0.51
O=C1OC(c2ccccc2)=N/C1=C\N1CCCCC1	-3	-3[fluorescence artefact?]	0.0	13	0.7	-12	-20	-0.3	0.22
CCN1CCN(c2ccc(NC(=O)CCc3c(C)nc4c(-c5ccc(F)cc5)c(C)nn4c3C)cc2)CC1	-9	1	6.3	-37	0.4	23	-5	-16	0.004

Next part (four carried over from the part before).
SMILES	EBV gp42 inh	eIF4E-4G inh	zVAD death inh	Calpain2 inh	PERK inh	Rad51 HR inh	MDM2 E3 inh	TNF death inh	Cl transport mod
CN(C)C(=S)NC(=O)C12CC3CC(C)(CC(C)(C3)C1)C2	-3	0	0.3	-26	1.1	.	-8	0.1	17*
O=C(Nn1cnc2ccccc2c1=O)c1ccccc1[N+](=O)[O-]	-3	-1	1.8	3	0.2	7	-15	1.6	-0.51
O=C1OC(c2ccccc2)=N/C1=C\N1CCCCC1	-3	-3[fluorescence artefact?]	0.0	13	0.7	-12	-20	-0.3	0.22
CCN1CCN(c2ccc(NC(=O)CCc3c(C)nc4c(-c5ccc(F)cc5)c(C)nn4c3C)cc2)CC1	-9	1	6.3	-37	0.4	23	-5	-16	0.004
O=C1CC(Cc2ccc(Cl)cc2)C(=O)N1c1cc(Cl)ccn1 (configuration not stated)	-12	-3	-0.6	-7	1.4	.	-10	1.8	-1.2
CC(Sc1ccc(Cl)cc1)C(=O)Nc1ccccc1C(=O)N1CCOCC1 (configuration not stated)	0	3	0.1	-25	-0.6	3	-15	-1.2	1.6
O=C(CCC(=O)N1CCCc2ccccc21)N1CCN(S(=O)(=O)c2ccccc2)CC1	-15	24[fluorescence artefact?]	-0.8	25	-0.4	-6	-9	-4.5	.
COc1cccc(OCCOCCOc2ccc(C)cc2[N+](=O)[O-])c1	-8	8	0.6	24	0.2	.	.	0.7	-0.92
COc1ccc(NC(=O)c2cc(OC)c(OC)c(OC)c2Br)cc1OC	12	5	-0.3	14	-0.2	.	2	0.9	0.52
CCOc1ccc(OCc2ccc(C(=O)N(CC)CC)cc2)cc1	-4	3	1.2	5	0.1	15	-6	-2.4	0.49
COc1ccc(C2=Nn3c(nnc3-c3ccco3)SC2)cc1	-2	8	-0.7	51*	-0.7	9	-6	-9.6	-0.59
CN(Cc1cccs1)C(=O)Cc1c[nH]c2ccccc12	-4	-3	0.7	22	0.6	-19	-19	-0.5	-0.11
Cc1cccc(N(C(=O)c2csnn2)C(C(=O)NC(C)(C)C)c2ccncc2)c1 (configuration not stated)	0	-3	0.0	27	-0.5	-6	-5	-1.1	.
[O-]c1n[n+](-c2ccc(Cl)cc2Cl)cc2ccccc12	-14	6	0.7	-4	-0.1	-2	8	-0.2	.
COc1ccc(S(=O)(=O)N(NC2=NS(=O)(=O)c3ccccc32)C(=O)C(C)C)cc1	0	0	1.3	-1	0.9	7	-10	0.8	-0.24
CCOC(=O)N1CCN(C(=O)C2CCN(S(=O)(=O)c3ccc(OC)cc3)CC2)CC1	-9	-1	-0.5	-1	-0.4	.	-16	2.3	-0.09
COCCN(C(=O)CCl)C(C(=O)NC1CCCCC1)c1ccccc1C (configuration not stated)	13	-1	3.0	10	0.2	-2	-15	-10	-0.86
COc1cc(CN(C)C)cc(C=O)c1O	-17	4	1.7	-31	0.6	-7	-1	-0.7	0.04
COc1cc(NC(=S)N2CCCC(CO)C2)c(OC)cc1Cl (configuration not stated)	4	-28	-0.4	18	0.2	9	-17	-0.1	-0.6
CCOC(=O)c1cc2sccc2n1CC(=O)N1c2ccccc2CC1C (configuration not stated)	1	4	0.4	18	0.5	-3	-24	-3.4	-0.26
Cc1cccc(N2CCN(c3nc4ccccc4n4cnnc34)CC2)c1C	-2	7	1.9	-69	1.1	-1	-5	-1.4	-0.32
COc1ccc(S(=O)(=O)c2nnn(-c3cccc(OC)c3)c2N)cc1	-14	1	5.3	-20	0.3	4	6	0.9	.
COc1ccccc1NCC(=O)Nc1cc(S(=O)(=O)N2CCOCC2)ccc1N1CCOCC1	-13	-4	-0.9	-24	-0.8	-24	-7	2.4	-0.59
Fc1ccc(OCCCCCN2CCCC2)cc1	4	1	0.0	-17	2.1	7	-12	0.3	0.067
COC(=O)c1cc(COC(=O)c2ccc3ccccc3n2)oc1C	-17	0	-0.2	7	-0.8	-12	2	0.5	-0.016
Cc1nn(C(=O)c2ccco2)c(C)c1Sc1ccc([N+](=O)[O-])cc1	-18	1[fluorescence artefact?]	1.9	-25	0.5	-7	-3	2.5	0.82
COC(=O)c1ccc2c(c1)NC(=O)C(N1CCCC1)S2 (configuration not stated)	-14	-3	0.6	-7	-0.7	-2	-12	-1.0	-0.2
CCC(CC)C(=O)Nc1nc(-c2ccc3c(c2)CCN3C(=O)C2CC2)c(C)s1	-18	6	0.5	-17	-1.1	11	-18	4.1	1.7
CSc1nc(-c2ccccc2)nn1C(=O)c1ccc(Cl)cc1	-5	1	0.4	-40	1.5	-1	-19	-4.9	0.64
COc1ccccc1N1CCN(C(=O)COc2ccc(Cl)cc2Br)CC1	2	3	0.1	-14	-0.1	0	-12	-12	7.3e-05
Cc1cccc(NS(=O)(=O)c2cccc([N+](=O)[O-])c2)n1	-6	-4	-0.1	-7	0.2	7	-7	0.0	.
Cc1ccc(OCc2nnc(SCC(=O)NCc3ccccc3)n2C)cc1	-13	5	0.0	9	0.8	4	-7	-3.8	-0.99
Cc1ccccc1C(OCCN(C)C)c1ccccc1 (configuration not stated)	-2&-21	-1&0	-0.9&-2.1	28&-29	-0.6&1.2	-3&33	0	1.5&3.9	-1.6&0.38
O=C(O)Cc1nn(Cc2ccc(Cl)cc2)c(=O)c2ccccc12	-2	3	0.3	-14	1.3	.	-14	0.9	0.26
COC(=O)c1cnc(NNS(=O)(=O)c2ccc(C(F)(F)F)cc2)nc1C(F)(F)F	-5	2	0.6	20	1.3	20	-2	1.3	1.1
COc1ccc(N=C2NC(=O)/C(=C/c3ccc(O)c(OC)c3)S2)cc1	-46	6	72	-20	0.4	.	.	0.4	-1.2
O=C(CC12CC3CC(CC(C3)C1)C2)N/N=C/c1ccncc1	-16	-4[fluorescence artefact?]	1.3	21	0.1	3	0	2.6	-1.5
COc1ccc(/C=N/NC(=O)CNc2n[nH]c(=O)[nH]c2=O)cc1OC	-21	0	2.8	13	0.5	-17	-10	0.2	0.041
Nc1ccccc1SCc1c(Cl)cccc1Cl	-9	6	0.0	-5	0.8	-7	-6	0.6	-0.51
O=C(Nc1cccnc1Cl)c1ccc2c(Cl)c3c(nc2c1)CCC3	2	-2	3.1	-5	0.4	-11	-34	0.1	-0.58
Cn1nc(Oc2nc(N3CCOCC3)nc(N3CCOCC3)n2)ccc1=O	-20	9[fluorescence artefact?]	-0.6	2	-1.2	-10	-21	2.2	.
CC(NC(=O)Cc1ccc(F)cc1)c1ccc(F)cc1 (configuration not stated)	-30	-3	0.5	16	0.9	5	12	12	-0.62
COc1cc2nc(SCC(=O)c3ccc(Br)cc3)n3nc(C)nc3c2cc1OC	-13	0	0.1	-109	0.8	5	-3	-2.3	-0.89
CN(C)C(=O)N1CCC(C(=O)NCC2CCCO2)CC1 (configuration not stated)	-3	4	0.5	-6	0.7	.	-1	0.2	.
Oc1oc(-c2ccccc2)nc1/C=N/c1nccs1	-26	3	1.2	20	1.2	-3	1	0.6	14*
O=C(CSc1nnc(SCc2ccccc2)s1)N/N=C/c1ccc(Cl)cc1Cl	-3	2	2.3	-9	1.3	-5	-5	0.8	-0.43
COC(=O)C1=C(C)N(c2ccc(OC)cc2)C(=O)/C1=C\c1cccs1	-31	-4	0.4	5	0.7	.	.	0.1	0.6
COc1ccc(/C(C)=N/Nc2cc(C(F)(F)F)ccc2Cl)c(OC)c1	-13	0	0.8	4	0.6	.	.	0.9	1.8
CC(C)OC(=O)C1C2C=CC3(CN(C(C)c4ccc(Br)cc4)C(=O)C13)O2 (configuration not stated)	-16	6	-0.4	4	0.3	4	-20	-0.8	.
Cc1ccc(CSc2nnc(SCC(=O)N/N=C/c3ccccc3OCC(=O)O)s2)cc1	-10	5	0.8	3	0.0	2	-22	-4.4	-3.4
O=C(OCc1nc2ccccc2s1)c1cccc(N2C(=O)CCC2=O)c1	0	-7	1.5	20	1.8	-1	-10	0.6	-0.4
Cc1cnc(C(=O)NCC(c2ccccc2)c2ccccc2)cn1	0	0	0.2	2	-0.1	0	-5	-0.9	-0.083
Cc1c(Br)cc(-c2nnco2)cc1Br	-12	1	-0.3	1	0.4	-10	-4	-1.1	-2
O=C(CNC(=O)c1cccs1)OCC(=O)c1ccccc1	-15	-12	0.4	6	0.0	12	-7	-0.1	.
The results go on:
SMILES	EBV gp42 inh	eIF4E-4G inh	zVAD death inh	Calpain2 inh	PERK inh	Rad51 HR inh	MDM2 E3 inh	TNF death inh	Cl transport mod
Cc1c(CCO)c(=O)n(-c2ccccc2)n1S(=O)(=O)c1ccc([N+](=O)[O-])cc1	5	3	2.4	12	-0.4	7	-18	0.9	-0.029
Cc1ccsc1/C=C(\C#N)C(=O)NCCCN1CCOCC1	4	-3	0.1	15	0.6	12	0	0.5	0.16
Cc1ccc(N(C(=O)c2sc(C)nc2C)C(C(=O)NCc2ccco2)c2ccccc2)cc1 (configuration not stated)	0	6	-0.4	0	-0.1	-7	11	-5.1	.
Cc1nc(-c2ccc(NS(=O)(=O)c3ccccc3)cc2)cs1	-1	2	3.1	24	0.6	2	-2	6.9	0.21
CSC1=N/C(=C/c2ccc(-n3cncn3)cc2)C(=O)N1	-1	-10	-0.1	-2	0.2	-23	.	-2.1	0.096
COc1ccc(NS(=O)(=O)c2cc(NC(=O)c3cnc(C)cn3)ccc2N2CCCC2)cc1	1	-2	-0.5	18	-0.7	8	-6	0.1	-1.8
CC(Oc1ccccc1F)C(=O)NNC(=O)c1cc2ccccc2o1 (configuration not stated)	-14	1	0.2	0	0.6	.	0	-1.1	.
